Bioassay records deposited in PubChem BioAssay by National Center for Advancing Translational Sciences (NCATS).
POLK inh = DNA polymerase kappa (human) inhibition; hit rate 0.53% among 400,000; Potency, µM (top dose mostly 107 µM), inactives show at the top dose activity, negative = inhibition, most hits filed as inhibitors; purified Pol kappa, fluorescent DNA synthesis assay, 10 min; AID 588579; Q9UBT6; further: potency means the concentration at half of the fitted maximal effect; on the % scale 0 is the no-effect control and ±100 the full control effect
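Readout: fluorescence, taken kinetically at 0 and 10 min. Conditions: 10 nM Pol kappa, 15 min RT compound preincubation, 50 nM substrate final. Controls: enzyme-free buffer wells.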
RGS4 inhibitor = human RGS4 inhibition; P49798; AID 504845; Potency, µM (titrated, usually from 114 µM), for the others: top-dose activity change, negative = inhibition, hits mostly inhibitors; hit rate 0.039% among 390,000; Transcreener GDP fluorescence polarization, RGS4-accelerated GTP hydrolysis; further: potency means the concentration at half of the fitted maximal effect; on the % scale 0 is the no-effect control and ±100 the full control effect; nearly all actives have a fitted effect of over 75% in size; some results filed as inactive show a strong effect at the top dose
Target sequence (P49798 whole entry, looked up): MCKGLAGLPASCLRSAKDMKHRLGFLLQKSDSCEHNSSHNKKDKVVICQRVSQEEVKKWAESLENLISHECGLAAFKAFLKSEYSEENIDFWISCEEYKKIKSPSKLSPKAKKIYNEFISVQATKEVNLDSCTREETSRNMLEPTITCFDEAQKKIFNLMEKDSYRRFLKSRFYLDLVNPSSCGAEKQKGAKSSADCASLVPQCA
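MLSMR compounds (23 nl, pin-transferred) preincubated 10 min at room temperature with a 500nM (2x) first reagent, then RGS4 at 900nM (2x) plus Transcreener GDP mix added; fluorescence polarization (620/688 nm) read before and after 90 min at 30 °C.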
ERG-DNA inh = blocks human ERG Ets domain binding to DNA. Potency, µM (doses to about 76.9 µM), inactives show at the top dose FP activity, negative = inhibition, usual class: inhibitors. hit rate 0.028% among 370,000. P11308. fluorescence polarization, His-ERG Ets domain / labelled DNA. AID 624246; active means well fitted inhibition curve with a large enough effect in the polarisation, with a control signal flat; inconclusive means small, poorly fitted or top-dose-only effect, or effect the other way, or a change in a side signal; inactive means no such curve, though single readings can be large or run the other way; the % refers to the polarisation;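 further: polarization taken with two DNA probes labelled with fluorescein and Texas red; potency means the concentration at half of the fitted maximal effect; % of control where 0% means no effect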
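His-tagged ERG Ets domain (1 uM in the protein solution; 300mM KCl, 50mM Tris-HCl, 1mM EDTA, 1mM DTT, pH 7.5) received compound, then a probe mix of 5 nM fluorescein-DNA and 100nM Texas-615-DNA. Fluorescence polarization was read for both dyes.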
ALOX12 inh = inhibitors of human 12S-lipoxygenase ALOX12 | purified 12hLO, xylenol orange hydroperoxide absorbance | Potency, µM (doses to about 108 µM), for inactives: at the highest dose activity change, negative = inhibition, actives largely listed as inhibitors | hit rate 1.1% among 580,000 | AID 1671190; further: potency means the concentration at half of the fitted maximal effect; on the % scale 0 is the no-effect control and ±100 the full control effect
Target sequence (P18054 whole entry, looked up): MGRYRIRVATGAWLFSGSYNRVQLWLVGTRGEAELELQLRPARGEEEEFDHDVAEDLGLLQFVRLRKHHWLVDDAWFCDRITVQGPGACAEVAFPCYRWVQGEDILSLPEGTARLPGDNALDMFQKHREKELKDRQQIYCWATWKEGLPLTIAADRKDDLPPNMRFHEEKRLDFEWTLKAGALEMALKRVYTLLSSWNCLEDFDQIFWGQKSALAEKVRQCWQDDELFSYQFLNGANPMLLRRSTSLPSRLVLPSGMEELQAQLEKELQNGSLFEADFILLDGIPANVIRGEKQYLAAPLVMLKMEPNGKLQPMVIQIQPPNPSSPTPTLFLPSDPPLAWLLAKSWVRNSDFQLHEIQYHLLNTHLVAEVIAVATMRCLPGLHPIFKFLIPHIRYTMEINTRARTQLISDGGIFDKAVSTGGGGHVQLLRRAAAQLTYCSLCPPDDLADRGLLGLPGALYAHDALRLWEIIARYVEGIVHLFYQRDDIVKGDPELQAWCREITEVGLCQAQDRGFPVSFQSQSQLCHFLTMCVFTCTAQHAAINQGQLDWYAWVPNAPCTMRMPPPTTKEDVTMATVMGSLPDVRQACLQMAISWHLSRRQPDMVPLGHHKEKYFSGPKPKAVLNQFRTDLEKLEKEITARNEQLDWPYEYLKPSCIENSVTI
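Purified human 12hLO (150 nM final) in 25 mM Hepes, 0.01% Triton X-100, pH 7.0 was preincubated 15 min at room temperature with compound. Then 40 uM arachidonic acid was added, 30 min. Hydroperoxide was read by Fe-XO absorbance ratio 573/405 nm.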
POLH inh = blocks human DNA polymerase eta activity. Q9Y253. recombinant Pol eta, fluorescent DNA replication assay. Potency, µM (top dose mostly 114 µM), without a hit: at the top dose activity change, negative = inhibition, actives largely listed as inhibitors. hit rate 1.2% among 390,000; further: potency means the concentration at half of the fitted maximal effect; on the % scale 0 is the no-effect control and ±100 the full control effect
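Pol eta at 10 nM preincubated with compounds 15 min at room temperature; reaction started with fluorescent substrate (50 nM final) and read kinetically at 0 and 10 min.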
Anesthetic bind = binds horse apoferritin like a general anesthetic. P02791. apoferritin/1-aminoanthracene competitive binding, fluorescence. Potency, µM (series often up to 77.5 µM), inactives show top-dose activity change, negative = displacement, usual class: inhibitors. hit rate 0.074% among 350,000; further: potency means the concentration at half of the fitted maximal effect; on the % scale 0 is the no-effect control and ±100 the full control effect; nearly all actives have a fitted effect of over 20% in size
Target sequence (P02791 2-175 limits assumed): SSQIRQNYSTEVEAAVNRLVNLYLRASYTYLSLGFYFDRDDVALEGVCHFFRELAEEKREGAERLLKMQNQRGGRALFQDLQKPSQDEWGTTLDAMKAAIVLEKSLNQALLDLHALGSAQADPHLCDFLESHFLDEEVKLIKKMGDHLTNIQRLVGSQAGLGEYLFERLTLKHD
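Probe: 1-aminoanthracene (50% saturated, PBS). Protein: horse-spleen apoferritin, 10 uM. Incubation: 10 min, room temperature. Detection: 380 nm excitation, 535 nm emission. Analysis: normalized response, four-parameter Hill.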
Pol beta inh = blocks human DNA polymerase beta activity; Potency, µM (highest dose often 114 µM), for the others: top-dose activity change, negative = inhibition, usual class: inhibitors; Pol beta primer extension/strand displacement, fluorescence kinetic; P06746; hit rate 1.3% among 340,000; AID 485314; further: potency means the concentration at half of the fitted maximal effect; on the % scale 0 is the no-effect control and ±100 the full control effect
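Curves were derived by four-parameter Hill fits of normalized qHTS data. The kinetic fluorescent primer-extension read was taken at 0 and 10 min after 50 nM substrate, following a 15 min room-temperature preincubation of 10 nM enzyme with compounds.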
LDHA block = LDHA (human) enzyme inhibition; activity change, % (values are at about 110 or 230 µM); AID 1347041; P00338; hit rate 0.15% among 480,000; purified LDHA, NADH/diaphorase-resazurin fluorescence; hits give low values; in the data active means activity change below about -30%; inconclusive means mostly about -25% to -30%;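 further: plate controls were DMSO wells for no effect and wells without enzyme for full effect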
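Remaining NADH was detected by diaphorase (0.133 mg/mL) converting 37 µM resazurin to fluorescent resorufin, read at 0 and 20 minutes. The preceding 5-minute room-temperature reaction used 2 nM LDHA, 0.2 mM sodium pyruvate and 0.06 mM NADH at pH 7.4.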
APE1 inh = blocks human APE1 abasic DNA cleavage; P27695; recombinant APE1, TAMRA/BHQ-2 abasic DNA cleavage fluorescence; Potency, µM (titrated, usually from 65.8 µM), for the others: at the highest dose activity change, negative = inhibition, most hits filed as inhibitors; hit rate 0.35% among 350,000;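 further: potency means the concentration at half of the fitted maximal effect; plate controls were vehicle for no effect and reference inhibitor for full effect; nearly all actives have a fitted effect of over 55% in size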
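Endonuclease cleavage of a quenched abasic-site DNA duplex (50 nM) by APE1 (0.75 nM) was tracked by TAMRA dequenching. Compounds were preincubated with enzyme 15 min at room temperature; data normalized to buffer-only and DMSO wells plus NSC13755 control.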
* = called active by the depositor; i = inactive; ? = inconclusive; / = no result given; & = joins results of further samples; [ ] = another dose, or the depositor's remark. Unless noted, the call rests on the fitted dose curve; in most records, active means well fitted curve in the direction sought with a large enough effect; inconclusive means small, poorly fitted or top-dose-only effect, or another doubt; inactive means no such curve, though single readings can be large; an effect the other way counts as inactive or inconclusive. Only part of the results is shown; count on the stated rates, not on these rows.

Molecule	POLK inh	RGS4 inhibitor	ERG-DNA inh	ALOX12 inh	POLH inh	Anesthetic bind	Pol beta inh	LDHA block	APE1 inh
CCOC(=O)C1CCN(C(=O)c2cc3ccc4cccnc4c3[nH]2)CC1	-2%	-7%	0%	0%	8%	4%	-7%	3	/
C=CCC1(CC=C)CCCN1C(=O)c1cc(COc2ccccc2SC)on1	-3%	?	11%	18%	-16%	17%	-16%	0	1%
COCCNC(=O)c1ccc(C)cc1C	0%	8%	-2%	-2%	-20%	-3%	-19%	-1	-2%
CCOc1ccccc1OCCCC(=O)Nc1nc2ccccc2[nH]1	2%	-13%	-7%	?	-3%	-1%	-1%	-2	-1%
Cc1ccc(CNC(=O)C2CCN(C(=O)Nc3ccc(C)cc3)CC2)cc1	-10%	14%	-2%	-5%	5%	-10%	-8%	-1	88%[activator]
COc1cc(NS(=O)(=O)c2cn(C)cn2)cc(OC)c1OC	0%	4%[11.4 µM]	0%	0%	-8%	-2%	1%	1	53%[activator]
CC(C)c1ccc(N(C(=O)c2snc(C(N)=O)c2N)C(C(=O)NC2CCCC2)c2ccncc2)cc1 (stereo not given)	3%	-47%	-1%	-27%	-5%	?	4%	-1	21%
O=C(Nc1ccccc1)c1ccccc1O	-7%	43%	-10%	-19%	-11%	-10%	0%	9	-1%
CCOc1ccc(N2C(=O)c3ccc(C(=O)OCC(=O)N(CC)C4CCS(=O)(=O)C4)cc3C2=O)cc1 (stereo not given)	-8%	-29%	6%	-9%	?	-23%	-2%	-1	-5%
C=CCOC(=O)CSCC(NC(=O)OC(C)(C)C)C(=O)OCC (stereo not given)	-4%	1%	2%	4%	-5%	-20%	14%	-3	-1%
Cc1cc(C)cc(NC(=O)NCc2ccccn2)c1	-10%	24%	2%	1%	4%	-6%	39%	2	-10%
Cc1nc([N+](=O)[O-])cn1CC(=O)c1ccc(Cl)cc1	-7%	21%	-2%	8%	5%	-6%	14%	-7	19%

Compound profiles (already shown). Order of screens: POLK inh | RGS4 inhibitor | ERG-DNA inh | ALOX12 inh | POLH inh | Anesthetic bind | Pol beta inh | LDHA block | APE1 inh
CCOc1ccc(N2C(=O)c3ccc(C(=O)OCC(=O)N(CC)C4CCS(=O)(=O)C4)cc3C2=O)cc1 (stereo not given) is listed as -8% | -29% | 6% | -9% | ? | -23% | -2% | -1 | -5%
Cc1ccc(CNC(=O)C2CCN(C(=O)Nc3ccc(C)cc3)CC2)cc1 is listed as -10% | 14% | -2% | -5% | 5% | -10% | -8% | -1 | 88%[activator]
CCOC(=O)C1CCN(C(=O)c2cc3ccc4cccnc4c3[nH]2)CC1 is listed as -2% | -7% | 0% | 0% | 8% | 4% | -7% | 3 | /
CC(C)c1ccc(N(C(=O)c2snc(C(N)=O)c2N)C(C(=O)NC2CCCC2)c2ccncc2)cc1 (stereo not given) is listed as 3% | -47% | -1% | -27% | -5% | ? | 4% | -1 | 21%

(listing goes on)
Molecule	POLK inh	RGS4 inhibitor	ERG-DNA inh	ALOX12 inh	POLH inh	Anesthetic bind	Pol beta inh	LDHA block	APE1 inh
COc1ccc(/C(C)=N/NC(=O)CNC(=O)Cc2ccccc2)c(OC)c1	-5%	8%	5%	160%[activator]	-1%	?	2%	-11	2%
Cc1ccc(CNC(=O)COCc2cc(-c3cccs3)on2)cc1	2%	-15%	6%	-19%	0%	-17%	1%	-2	/
CC1(C)CC2CC(C)(CN2S(=O)(=O)c2ccc(C(=O)Nc3cc(S(=O)(=O)N4CCOCC4)ccc3Cl)cc2)C1 (stereo not given)	-5%	4%	-3%	11%	-19%	?	16%	-3	?
CCC1(CC)Cc2ccccc2-c2nc(-c3ccccc3)oc(=O)c21	-2%	-2%	-9%	/	1%	-6%	0%	-8	-6%
COc1ccc(CCn2c3c(c(=O)[nH]c2=O)C(NC(=O)c2ccccc2)(C(F)(F)F)C(=O)N3)cc1OC (stereo not given)	-5%	14%	-5%	-1%	-2%	1%	27%	-5	/
Cn1c(N/N=C/c2ccccc2)nc2sc3c(c2c1=O)CCC3	-32%	-7%	8%	?	?	-1%	?	5	-7%
Cc1nc(-c2ccccc2)nc(Cl)c1Cl	-19%	4%	3%	-4%	-10%	-1%	-23%	-1	-4%
CC(C)c1ccc(NC(=O)C2CCCN(S(=O)(=O)c3cnc[nH]3)C2)cc1 (stereo not given)	11%	-17%	8%	-14%	3%	-5%	4%	2	-1%
CC(C)(C)C1(C)OC(C(=O)NC2CCCCC2)C(C(=O)NC2CCCCC2)O1 (stereo not given)	-12%	-37%	-2%	10%	-5%	-14%	5%	-4	0%
O=C(c1ccco1)N1CCN(c2ncnc3c2nnn3Cc2ccccc2Cl)CC1	7%	-22%	4%	i	-13%	1%	-6%	-5	5%
O=c1[nH]c(/C(Cl)=C/c2cccc(F)c2)nc2cc(C(F)(F)F)ccc12	-11%	6%	-6%	-4%	2%	-8%	-2%	-16	13%
Cc1cc(-c2ccc(C)c(S(=O)(=O)NCc3ccc(Br)cc3)c2)on1	-5%	-21%[56.9 µM]	-4%	11%	-25%	13%	0%	0	-5%
COC(=O)c1cc(C)nc2c1c(=O)nc(SCc1cccc(C)c1)n2C1CC1	-15%[60.1 µM]	-28%	1%	-27%	-1%	-13%	15%	1	/
O=S1(=O)CC/C(=N\Nc2ccccc2)c2ccsc21	14%	-52%	10%	35µM*	-9%	?	-1%	2	1%
CC(O)C1C(=O)OC2(C)CC(C)(C)NC(=S)N12 (stereo not given)	-10%	25%	3%	-3%	0%	8%	-5%	-16	16%
COCCCNC(=O)CSc1nc2ccc(N3CCOCC3)cc2c(=O)n1CCc1ccccc1	-6%	-2%	5%	-4%	6%	/	/	23	/
CCOc1ccc2ccccc2c1C(=O)Nc1cc(=O)n(C)c(=O)n1C	-10%	-4%	3%	-4%[57.4 µM]	-12%	7%	6%	-3	8%
Cc1cc(-c2nnc(SCC(=O)Nc3ccccc3C)n2N)n[nH]1	11%	-30%	6%	1%	-6%	-6%	0%	-1	49%
O=S1(=O)NC(C2CC2c2ccccc2)CCO1 (stereo not given)	-2%	13%	1%	14%	-16%	?	-2%	-11	63%[activator]
Cc1ccccc1OCC(=O)Nc1nnc(S(=O)(=O)N(C)c2ccccc2)s1	-19%	-6%	-2%	-17%	-20%	-15%	2%	-12	/
O=C(CN(C(=O)CCC(=O)Nc1ccccn1)c1cccc(F)c1)NCc1ccc(F)cc1	-9%	-16%	-7%	0%	-15%	5%	31%	-4	14%
O=C(NCCCN1CCCC1=O)c1cccc(S(=O)(=O)N2CCN(c3ccc(F)cc3)CC2)c1	-14%	15%	-3%	-2%	-20%	-9%	20%	-1	6%
CC(C)c1ccc(NC(=O)CCNS(=O)(=O)c2cccc3nsnc23)cc1	-10%&-5%	-8%&9%	1%	-13%&10%	-16%&-5%	?	28%&3%	-4&-3	5%
O=C(NNC(=O)C1CC=CCC1)c1ccccc1Br (stereo not given)	?	9%	-1%	23%	-13%	3%	23%	-8	15%
CC(=O)OCC(=O)C1(O)CCC2C3CC(C)C4=CC(=O)C=CC4(C)C3(F)C(O)CC21C (stereo not given)	-21%	20%	0%	2%	-13%	/	/	-8	/
CCN1CCN(c2cc(C)c3cc(NC(=O)c4ccc(OC)c(OC)c4)ccc3n2)CC1	?	6%&-32%	-2%&2%	0%&-21%	?	-2%&-5%	8.9µM*	4&4	-1%
O=C(c1ccc(Cl)cc1)N1CCc2c([nH]c3ccccc23)C1C(F)(F)F (stereo not given)	-17%	24%	-2%	-2%	-17%	-9%	-10%	-2	-4%
CC(C(=O)Nc1ccccn1)N1C(=O)c2ccccc2S1(=O)=O (stereo not given)	0%	-15%	/	17%	0%	/	/	-6	28%
O=C(/C=C/c1cccc([N+](=O)[O-])c1)N1CCN(c2ccccc2F)CC1	-7%	-6%	1%	15%	-14%	9%	?	-7	-2%
Cc1cc(=O)n2ccccc2c1C#N	-1%	-8%	-1%	7%	-11%	527%[activator]	6%	0	5%
Cc1ccc([C@@H]2[C@@H]3C(=O)N(C)C(=O)[C@@H]3[C@]3(C)C(=O)N(Cc4ccccc4)CC(=O)N23)o1	-8%	-34%	5%	/	-15%	-12%	-3%	4	6%
CC1CCN(c2nc3ccc(C(=O)NCCCN4CCCCC4)cc3s2)CC1	1%	10%	10%	?	-24%	?	61%	0	-5%
